# Screens deposited in PubChem by National Center for Advancing Translational Sciences (NCATS).
# ATXN viability: cell viability loss in ATXN counter-screen; S2 cells (HEK-293 line with an ATXN2-luciferase reporter) viability, CellTiter-Fluor protease fluorescence, 24 h; Potency, µM (highest dose often 56.7 µM), hits mostly cytotoxic; 400,000 compounds, 0.49% hits; AID 651635; also: potency is read from the fitted curve at half-maximal effect; nearly all actives have a fitted effect of over 40% in size
# MCF10A rerep: DNA re-replication induction in MCF 10a cells | MCF 10A DNA re-replication, Hoechst nuclear intensity, 48 h | Potency, µM (top dose mostly 46.1 µM), without a hit: at the top dose activity, positive = re-replication, hits mostly activators | 350,000 compounds, 2.9% hits; also: potency is read from the fitted curve at half-maximal effect; % of control where 0% means no effect; nearly all actives have a fitted effect of over 50% in size
# ATXN2 expr inh: inhibitors of ATXN2 expression; 360,000 compounds, 0.72% hits; HEK-293 ATXN2-luciferase reporter, luminescence, 24 h; AID 1745845; Potency, µM (top dose mostly 57 µM), without a hit: at the highest dose activity change, negative = inhibition, actives largely listed as inhibitors; also: potency is read from the fitted curve at half-maximal effect; % is scaled to controls: 0 for no effect and ±100 for the full control effect; nearly all actives have a fitted effect of over 55% in size
#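 ATXN2-luciferase reporter cells (luciferase flanked by upstream and downstream ATXN2 gene portions) were treated 24 h at 37 °C with compounds at up to 57 uM. SteadyGlo luminescence gave expression; GF-AFC fluorescence gave viability.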
# KB-3-1 tox: KB-3-1 parental cell cytotoxicity; 400,000 compounds, 1.4% hits; AID 1347075; KB-3-1 viability, CellTiter-Glo ATP luminescence, 72 h; Potency, µM (doses to about 46.1 µM), for the others: at the highest dose activity change, negative = cytotoxic, actives largely listed as cytotoxic; also: potency is read from the fitted curve at half-maximal effect; % is scaled to controls: 0 for no effect and ±100 for the full control effect; nearly all actives have a fitted effect of over 60% in size
#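 Screening of KB-3-1 cells (DMEM, 10% FBS, phenol-red free) ran from lowest to highest compound concentration; after 72 h at 37 °C viability was read luminescently and curves fitted.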
# IL1B secr inh: blocks inflammasome-driven IL-1 beta release | AID 743279 | 360,000 compounds, 4.7% hits | activity change, % at 57.5 µM | THP-1 LPS/ATP IL-1B secretion, AlphaLISA, 16 h; stronger effect = lower value; in the data active = activity change below about -50%; inconclusive = mostly about -30% to -49%; also: % is scaled to controls: 0 for no effect and ±100 for the full control effect
#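 THP-1 cells pretreated 1 hr with compounds (up to 57.5 uM final), then stimulated with LPS (250 ng/mL final) plus ATP (1.25 mM final); secreted IL-1B measured by AlphaLISA after 16 hr, decreased signal indicating inhibition.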
# KB-V1 cytotox: KB-V1 MDR subline cytotoxicity; KB-V1 MDR cells viability, CellTiter-Glo, 72 h; Potency, µM (titrated, usually from 46.1 µM), for the others: top-dose activity change, negative = cytotoxicity, most hits filed as cytotoxic; 400,000 compounds, 3.4% hits; also: potency is read from the fitted curve at half-maximal effect; % is scaled to controls: 0 for no effect and ±100 for the full control effect; nearly all actives have a fitted effect of over 60% in size
#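 KB-V1, DMEM (no phenol red) + 10% FBS; cpd pin-transferred, titration series; 72 h, 37 degrees C; CellTiter-Glo, luminescence. Data normalized, curve-fit.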
# HT1080 IDH1KD tx: HT-1080 IDH1 knockdown cell toxicity (counter line). Potency, µM (highest dose often 46.1 µM), inactives show at the top dose activity, negative = toxicity, usual class: cytotoxic. HT-1080 IDH1 knockdown viability, ATP luminescence, 48 h. 360,000 compounds, 2% hits;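 also: potency is read from the fitted curve at half-maximal effect; 0% = DMSO wells and -100% = cell-free medium wells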
#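 Cytotoxicity counter-line: IDH1KD HT-1080, 48 h, CellTiter-Glo. Curves classed by r2, magnitude and activity.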
# SW480 rereplic: DNA re-replication induction in SW480 cells | SW480 DNA re-replication, Hoechst DNA content imaging, 48 h | Potency, µM (doses to about 46.1 µM), inactives show top-dose re-replication activation, hits mostly activators | 340,000 compounds, 1.8% hits | AID 624297; also: potency is read from the fitted curve at half-maximal effect; % of control where 0% means no effect; nearly all actives have a fitted effect of over 55% in size
#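 SW480 cells exposed to compounds for 48 hr at 37 C, 5% CO2, then Hoechst-stained 40 min. Nuclear DNA content imaged by fluorescence scanning (405 nm excitation, 500-530 nm emission); re-replication scored as increased high-intensity nuclei.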
# HT1080-NT tox: kills 2HG-producing HT-1080-NT fibrosarcoma cells; HT-1080-NT fibrosarcoma viability, CellTiter-Glo ATP luminescence, 48 h; AID 686970; Potency, µM (doses to about 46.1 µM), for inactives: at the top dose activity, negative = less viability, hits mostly cytotoxic; 360,000 compounds, 1.6% hits;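 also: NT is the 2HG producing partner of a matched IDH1 knockdown line; potency is read from the fitted curve at half-maximal effect; 0% = DMSO-treated cells and -100% = media-only wells without cells; nearly all actives have a fitted effect of over 55% in size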
#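 750 cells/well, RPMI + 5% FBS; 2 h settle, compound pin-transfer, 48 h at 37 degrees C. CellTiter-Glo 10 min RT, luminescence. Normalized to DMSO and media-only wells.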
# The depositor's hits bear a star; i = inactive; ? = inconclusive; nt = no result given; [ ] = another dose, or the depositor's remark. Unless noted, calls follow the shape of the dose curve; as a rule, active = well fitted curve in the direction sought with a large enough effect; inconclusive = small, poorly fitted or top-dose-only effect, or another doubt; inactive = no such curve, though single readings can be large; an effect the other way counts as inactive or inconclusive.
SMILES,ATXN viability,MCF10A rerep,ATXN2 expr inh,KB-3-1 tox,IL1B secr inh,KB-V1 cytotox,HT1080 IDH1KD tx,SW480 rereplic,HT1080-NT tox
Nn1cnn(Cc2ccccc2)c1=S,i,-12%,-3%,-14%,4,-6%,-4%,0%,-8%
Cc1ccc(NC(=O)c2ccc3c(c2)C(=O)N(c2ccccc2C)C3=O)nc1,i,5%,-14%,-1%,4,25%,-2%,-2%,-5%
COc1ccc([C@H]2C[C@H](O)[C@@H](n3cc(C4CC4)nn3)CN2C(=O)C2CCCCC2)cc1,i,nt,-14%,2%,7,-4%,3%,nt,9%
CC(C)C(OC(=O)c1ccco1)C(=O)NC1CCCCC1 (stereo not drawn),i,-2%,-10%,5%,-8,?,-4%,1%,-4%
COC(=O)c1cccc(C23CC4(C2)[C@H](CN(Cc2ccc(C(F)(F)F)cc2)[C@@H]4c2ccccc2)C3c2ccc(Cl)nc2)c1 (stereo partly drawn),i,?,-16%,-30%,29,2%,-1%,3%,-2%
COC(=O)Cn1cnc2sc3c(c2c1=O)CCCC3,i,1%,-6%[11.3 µM],15%,-1,6%,-17%,-7%,4%
Cc1ccc(S(=O)(=O)NC(=O)c2cc(C)n(CC(c3ccccc3)N(C)C)c2C)cc1 (stereo not drawn),i,-10%,nt,-2%,-9,-8%,-4%,-1%,-5%
Cc1nc2oc3ccccc3c(=O)c2c(=O)n1Cc1ccccc1,i,-2%,1%,12%,?,?,-1%,-2%,6%
CN(C)c1ccc(C(CNC(=O)c2ccccc2)c2c[nH]c3ccccc23)cc1 (stereo not drawn),i,11%,22%,?,-54*,-1%,-20%,-8%,-19%
Cc1ccccc1NC(=S)N1CCN(c2ccccc2)CC1,i,1%,-4%,7%,10,?,6%,0%,2%
O=C1CCSc2ccc(S(=O)(=O)Nc3ccc(Cl)c(C(F)(F)F)c3)cc2N1,i,nt,2%,3%,nt,-5%,nt,nt,nt
CSc1ccc(-c2nnn(Cc3ccc(C)cc3)n2)cc1,i,-2%,62%[activator],-18%,-11,-3%,1%,-4%[9.22 µM],12%
COc1ccc2nc(N(CCN(C)C)C(=O)c3ccc(C(=O)c4ccccc4)cc3)sc2c1,i,7%,3%,0%,?,-8%,-3%,-1%,0%
COc1ccc(C(=O)O/N=C(\N)Cc2cccs2)cc1OC,i,?,-29%,-19%,-9,-29%,?,?,-30%
Cc1cccc(C)c1Nc1c(-c2ccccn2)nc2ccc(Cl)cn12,i,nt,0%,-4%,nt,-12%,nt,nt,nt
CN(C)c1ccc(-c2cccc(C3CC=CC4C3C(=O)N(Cc3ccccc3)C4c3ccc(C(F)(F)F)cc3)c2)cc1 (stereo not drawn),i,5%,17%,-29%,27,0%,1%,24%,0%
CCc1nnc(NC(=O)CCc2ccccc2OC)s1,i,-4%,-1%,-3%,-1,-14%,1%,29%,0%
O=C1[C@H](O)[C@@H](O)C(=O)N1Cc1ccccc1,i,-9%,-6%,-6%,-16,6%,11%,-1%,12%
COc1ccc(C(C(=O)NC(C)(C)C)N(C(=O)CCC(=O)Nc2cc(C)on2)c2cccc(C)c2C)cc1 (stereo not drawn),i,4%,-11%,6%,2,?,24%,0%,23%
O=C(Nc1cccnc1)c1ccc(Cl)c([N+](=O)[O-])c1,i,21µM*,-13%,1%,43,3%,?,?,-19%
C[C@@H]1CN([C@@H](C)CO)C(=O)c2cc(Br)cnc2O[C@H]1CN(C)C(=O)NC1CCCC1,i,nt,-3%,17%,22,9%,11%,nt,14%
CC(NC(=S)Nc1ccc(S(=O)(=O)N2CCOCC2)cc1)C1CC2CCC1C2 (stereo not drawn),i,?,-25%,-17%,0,0%,?,5%,?
CC1CCC(NC(=O)Cn2c3c(c(-c4ccccc4Cl)cc2=O)CCC3)CC1 (stereo not drawn),?,?,-28%,-4%,-16,2%,-8%,-9%,-3%
S=C(NCc1ccco1)Nc1ccc(Oc2ccccc2)cc1,i,-1%,nt,4%,-7,18%,1%,-138%[inhibitor],-6%
COCCN1C(=O)CCC1(C)C(=O)Nc1c(C)cccc1C (stereo not drawn),i,nt,5%,-1%,-9,?,7%,nt,24%
SMILES,ATXN viability,MCF10A rerep,ATXN2 expr inh,KB-3-1 tox,IL1B secr inh,KB-V1 cytotox,HT1080 IDH1KD tx,SW480 rereplic,HT1080-NT tox
CC1CCCN(c2ncnc3c2cnn3-c2ccc(Cl)cc2)C1 (stereo not drawn),i,14%,?,-1%,52,8%,23%,-3%,19%
N#CC1=C(N)c2ccccc2CC12CCCCC2,i,-6%,-15%,-20%,-52*,8%,-29%,2%,1%
COc1ccc(N(C(=O)c2cc(OC)c(OC)c(OC)c2)S(=O)(=O)c2ccc(C)cc2)cc1,i,nt,-13%,-18%,nt,?,nt,nt,nt
Cc1ccc(S(=O)(=O)c2c(COC(=O)c3ccc(Cl)cc3)c(-c3ccccc3)nn2C)cc1,i,?,-17%,?,0,-14%,13%,-5%,7%
COc1ccc2c(c1)c(=O)c(S(=O)(=O)c1ccc(C)cc1)cn2Cc1ccccc1C,i,nt,0%,-4%,nt,-12%,nt,nt,nt
CC1=NCCN1S(=O)(=O)c1c(C(C)C)cc(C(C)C)cc1C(C)C,i,?,-16%,-3%,-58*,10%,-14%,10%,-7%
O=[N+]([O-])c1nn(-c2ccccc2)[n+]([O-])c1N1CCN(c2ccccc2F)CC1,i,6%,-11%,-14%,-7,0%,-4%,6%,-2%
O=S(=O)(Nc1ccc(-c2ccccc2)cc1)c1ccccc1,i,?,-6%,2%,?,-13%,?,7%,?
C[C@H](NC(=O)C[C@@H]1CC[C@H]2[C@@H](COC[C@H](O)CN2Cc2ccc(C(F)(F)F)cc2)O1)c1ccccc1,nt,nt,nt,-4%,1,?,-2%,nt,3%
O=C1CC(Cc2ccccc2)C(=O)N1c1ccc(Cl)cn1 (stereo not drawn),i,14%,1%,-1%,10,?,13%,-6%,14%
O=C(NC1CCCC1)C1CCC(=O)N1C1CCCC1 (stereo not drawn),i,-8%,4%,16%,12,17%,4%,-18%,4%
COc1ccc(OC)c(NC(=O)c2ccc(NS(C)(=O)=O)cc2)c1,i,16%,-3%,24%,-2,15%,-1%,-11%,4%
COC(=O)C1CCC(=O)N1C(c1ccc(OC)cc1)c1cc(OC)c(OC)c(OC)c1 (stereo not drawn),?,1.3µM*,4%,0.82µM*,26,7.3µM*,?,0.73µM*,1.2µM*
O=C(NCCCN1CCCCCC1)C1CCCN(S(=O)(=O)c2cccc3nsnc23)C1 (stereo not drawn),i,-5%,5%,14%,-9,1%,3%,-4%,1%
O=C(NCC(c1ccco1)N1CCOCC1)c1ccc(F)cc1 (stereo not drawn),i,3%,-10%,-5%,21,17%,0%,11%,0%
NC(=O)c1ccc(Cc2ncc(C(F)(F)F)cc2Cl)s1,i,0%,-14%,-5%,19,0%,-1%,0%,-3%
CSc1ccc(S(=O)(=O)N2c3ccccc3CC2C)cc1 (stereo not drawn),i,?,nt,?,28,?,?,?,-26%
Cc1cccc(NC(=O)CCCCCn2c(=O)[nH]c3ccsc3c2=O)c1,i,nt,13%,7%,nt,-25%,nt,nt,nt
COc1ccc(-n2ccc(=O)c(C(=O)O)n2)c(OC)c1,i,10%,-19%,-1%,70,15%,5%,4%,9%
O=c1cc(O)n(-c2ccc(Cl)cc2)c(=S)[nH]1,i,0%,-16%,-9%,36,?,5%,-5%,2%
O=C(COC(=O)c1cc(S(=O)(=O)N2CCOCC2)ccc1Cl)NC1CCCCC1,i,nt,nt,-1%,57,-2%,-5%,nt,0%
Cc1ccc(C)c(NC(=O)C2CCCN(S(=O)(=O)c3c(C)noc3/C=C/N(C)C)C2)c1 (stereo not drawn),i,18µM*,0%,0%,9,10%,-2%,19%,0%
COC(=O)CNS(=O)(=O)c1ccc(OC)cc1,i,0%,11%,6%,-22,0%,0%,-8%,11%
COc1ccc(CCNC(=O)C2CCCN(Cc3nc(-c4ccccc4C)oc3C)C2)cc1OC (stereo not drawn),i,12%,-17%,1%,-4,16µM*,-14%,7%,-5%
Cc1cc(Cl)ccc1OCCCC(=O)NN,i,9%[9.22 µM],-5%,20%,18,7%,-18%,-2%,-2%
CSc1ccccc1NC(=O)c1cnccn1,i,-3%,8%,3%,18,?,5%,0%,-4%[9.24 µM]
CC1(c2nnc(Cc3ccccc3)o2)CC(c2ccc(Br)cc2)=NO1 (stereo not drawn),i,-9%,-1%,-1%,9,-18%,5%,7%,3%
COc1cccc(N2CCN(C(=O)CCSCc3ccccc3F)CC2)c1,i,-11%,nt,3%,0,-20%,14%,6%,16%
CC1CN(C(=O)C(C)N2CCN(c3cccc(Cl)c3)CC2)CC(C)O1 (stereo not drawn),i,0%[9.22 µM],-5%,-4%,11,-24%,-5%,2%,8%
CC(C)CCOP(=O)(c1ccc(N(C)C)cc1)C(O)c1ccc(N(C)C)cc1 (stereo not drawn),i,-6%,-7%,-6%,-22,-4%,-18%,-5%,-13%

# Record cards (already shown). Order of values: ATXN viability | MCF10A rerep | ATXN2 expr inh | KB-3-1 tox | IL1B secr inh | KB-V1 cytotox | HT1080 IDH1KD tx | SW480 rereplic | HT1080-NT tox
# Profile of O=C(NC1CCCC1)C1CCC(=O)N1C1CCCC1 (stereo not drawn) → i | -8% | 4% | 16% | 12 | 17% | 4% | -18% | 4%
# Profile of COC(=O)CNS(=O)(=O)c1ccc(OC)cc1 → i | 0% | 11% | 6% | -22 | 0% | 0% | -8% | 11%
# Profile of O=[N+]([O-])c1nn(-c2ccccc2)[n+]([O-])c1N1CCN(c2ccccc2F)CC1 → i | 6% | -11% | -14% | -7 | 0% | -4% | 6% | -2%
# Profile of O=C1CC(Cc2ccccc2)C(=O)N1c1ccc(Cl)cn1 (stereo not drawn) → i | 14% | 1% | -1% | 10 | ? | 13% | -6% | 14%
# Profile of COc1cccc(N2CCN(C(=O)CCSCc3ccccc3F)CC2)c1 → i | -11% | nt | 3% | 0 | -20% | 14% | 6% | 16%

# Compounds as they come (roughly 11% active in at least one column).
